High-throughput results: PubChem, National Center for Advancing Translational Sciences (NCATS)
GAA inhib = qHTS Assay for Inhibitors of Human alpha-Glucosidase as a Potential Chaperone Treatment of Pompe Disease. Lysosomal alpha-glucosidase (Homo sapiens), P10253. purified human GAA, 4-MU-alpha-glucoside fluorescence. Potency, µM (series often up to 76.9 µM), inactives show top-dose activity change, negative = inhibition, hits mostly inhibitors. 200,000 tested, 0.005% active;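 note: potency is the fitted concentration of half-maximal effect; plate controls were uninhibited enzyme wells for no effect and no-enzyme background for full effect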
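Compounds are titrated up to 77 uM against 4 nM human enzyme. Substrate 4-methylumbelliferyl-alpha-D-pyranoside (400 uM) reacts 20 min at room temperature in pH 5.0 buffer; liberated 4-methylumbelliferone is read at 440 nm.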
CBFb-RUNX1 inh = qHTS Assay for Compounds Blocking the Interaction Between CBF-beta and RUNX1 for the Treatment of Acute Myeloid Leukemia. AlphaScreen CBFb-His/RUNX1-biotin binding, biochemical. AID 1477, 2009. 230,000 tested, under 10 active. Potency, µM (top dose mostly 59.8 µM), without a hit: at the highest dose activity, negative = inhibition, usual class: inhibitors. Runt-related transcription factor 1 (Homo sapiens) + Core-binding factor subunit beta …; note: % of control where 0% means no effect
Target sequence (Q01196 whole entry, looked up): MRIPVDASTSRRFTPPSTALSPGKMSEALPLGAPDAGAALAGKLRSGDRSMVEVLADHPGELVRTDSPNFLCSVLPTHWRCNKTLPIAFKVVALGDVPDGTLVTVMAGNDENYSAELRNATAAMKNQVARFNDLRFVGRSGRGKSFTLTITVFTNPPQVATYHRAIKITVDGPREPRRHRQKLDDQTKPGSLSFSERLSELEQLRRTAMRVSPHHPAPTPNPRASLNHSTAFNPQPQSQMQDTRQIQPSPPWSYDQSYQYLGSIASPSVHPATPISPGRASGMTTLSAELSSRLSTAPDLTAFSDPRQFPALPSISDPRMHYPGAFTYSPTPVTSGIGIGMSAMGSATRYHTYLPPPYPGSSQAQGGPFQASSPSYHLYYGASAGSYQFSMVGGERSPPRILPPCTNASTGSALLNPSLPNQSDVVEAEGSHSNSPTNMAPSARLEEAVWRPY
Target sequence (Q13951 whole entry, looked up): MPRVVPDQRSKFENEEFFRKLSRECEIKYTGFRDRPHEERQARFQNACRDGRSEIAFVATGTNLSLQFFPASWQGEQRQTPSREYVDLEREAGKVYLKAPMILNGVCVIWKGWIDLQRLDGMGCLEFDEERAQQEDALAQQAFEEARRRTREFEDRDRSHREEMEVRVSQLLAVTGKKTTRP
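CBFb-His/RUNX1-biotin, 30 nM each, preincubated 20 min RT; compound 15 min RT; Ni + streptavidin beads 50 ng each, 90 min RT; AlphaScreen read.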
GAA spleen mod = qHTS Assay for Inhibitors and Activators of Human alpha-Glucosidase From Spleen Homogenate | Lysosomal alpha-glucosidase (Homo sapiens), P10253 | human spleen homogenate, 4-MU-alpha-glucoside fluorescence | Potency, µM (doses to about 79.9 µM), without a hit: at the highest dose activity change, negative = inhibition, hits mostly inhibitors | 240,000 tested, 0.006% active | AID 2112, 2009;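 note: potency is the fitted concentration of half-maximal effect; 0% = enzyme with vehicle and -100% = no enzyme basal signal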
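Human spleen homogenate (1 ug) incubated with compounds and 1 mM 4-methylumbelliferyl-alpha-D-glucopyranoside in pH 5.0 citrate/phosphate buffer, 37 C, 40 min. Stopped at pH 10; 4-MU fluorescence (Ex 365/Em 440 nm); AC50 by Hill fit.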
LMNA splice mod = qHTS Assay for Modulators of Lamin A Splicing; Potency, µM (highest dose often 46.1 µM), without a hit: at the top dose ratio change, negative = inhibition, hits mostly inhibitors; HeLa LMNA splicing GFP/RFP minigene ratio, 48 h; AID 1487, 2009; 200,000 tested, 0.01% active; active = well fitted inhibition curve with a large enough effect in the signal ratio, with a control signal flat, not every such curve was filed as active; inconclusive = small, poorly fitted or top-dose-only effect, or effect the other way, or a change in a side signal; the % refers to the signal ratio; note: potency is the fitted concentration of half-maximal effect; % is set by controls: 0 for no effect and ±100 for the full control effect
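S3 HeLa cells stably expressing lamin A-EGFP splicing minigene plus DsRed2, 600 cells/well, 48 h compound exposure at 37C. Laser-scanning cytometry; analysed as GFP (500-530 nm)/RFP (575-640 nm) total intensity ratio; 0.5% DMSO vehicle.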
HTT cytoprotect = qHTS Multiplex Assay to Identify Dual Action Probes in a Cell Model of Huntington: Cytoprotection (ATP) | PC12 HTT-Q103 induced, cytoprotection, ATP luminescence, 40 h | Potency, µM (highest dose often 56.4 µM), inactives show cytoprotection (ATP increase), usual class: activators | 230,000 tested, 0.14% active | AID 1471, 2008;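 note: potency is the fitted concentration of half-maximal effect; % of control where 0% means no effect; nearly all actives have a fitted effect of over 45% in size; toxic huntingtin expression switched on by the ecdysone agonist tebufenozide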
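Quantitative HTS on tebufenozide-induced (100 nM) PC12 cells expressing HTTQ103 exon 1–GFP; compounds tested as a concentration series; survival measured via cellular ATP.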
GAA glycogen = qHTS Assay for Inhibitors and Activators of Human alpha-Glucosidase Cleavage of Glycogen; Lysosomal alpha-glucosidase (Homo sapiens), P10253; recombinant GAA, glycogen substrate, Amplex Red glucose oxidase fluorescence; Potency, µM (top dose mostly 76.4 µM), for the others: at the top dose activity change, negative = inhibition, actives largely listed as inhibitors; 300,000 tested, 0.38% active; AID 2100, 2009;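 note: potency is the fitted concentration of half-maximal effect; 0% = full enzyme reaction and -100% = no-enzyme basal signal; the screen sought inhibitors and activators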
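Recombinant enzyme (4 nM final) with compounds titrated up to 77 uM and bovine liver glycogen (30 ug) in citrate pH 5.0, 0.01% Tween-20, 37 C 40 min. Released glucose detected by Amplex Red/glucose oxidase (Ex 573/Em 610); AC50 from Hill fits.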
HttQ103 aggreg = qHTS Multiplex Assay to Identify Dual Action Probes in a Cell Model of Huntington: Aggregate Formation (GFP); Potency, µM (series often up to 46.1 µM), for the others: top-dose activity change, negative = inhibition, actives largely listed as inhibitors; 220,000 tested, 1.1% active; PC12 HttQ103-GFP aggregates, Acumen cytometry, 40 h; note: potency is the fitted concentration of half-maximal effect; % is set by controls: 0 for no effect and ±100 for the full control effect; nearly all actives have a fitted effect of over 60% in size
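Inducible Q103 Huntingtin exon 1–GFP PC12 line, 1500 cells/well in phenol red free DMEM with 5% equine and 5% calf serum. Tebufenozide 100 nM induced expression; compounds titrated; aggregates quantified by cytometry.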
Active calls of the source: *; ? = inconclusive; · = no result given; [ ] = remark or other dose. Unless noted, calls come from the whole dose curve; as a rule, active = well fitted curve in the direction sought with a large enough effect; inconclusive = small, poorly fitted or top-dose-only effect, or another doubt; inactive = no such curve, though single readings can be large; an effect the other way counts as inactive or inconclusive.

SMILES | GAA inhib | CBFb-RUNX1 inh | GAA spleen mod | LMNA splice mod | HTT cytoprotect | GAA glycogen | HttQ103 aggreg
CN(C)/N=C/c1ccc(Sc2ccc([N+](=O)[O-])cc2[N+](=O)[O-])o1 | -2% | -18% | 3% | ? | · | 0% | -1%
CC1(C)C(CSc2nc3ccccc3[nH]2)C1(Cl)Cl (centres undefined) | -1% | 9% | -1% | · | -53%[inhibitor] | -9% | -26%
O=C(c1csc2c1CCCC2)N1CCN(c2ccccc2)CC1 | -7% | -3% | -6% | -4% | ? | 18% | -8%
Cc1ccsc1C(=O)Nc1ccccc1N1CCOCC1 | -9% | -3% | -3% | -17% | -4% | -2% | -16%
CCSCc1nnc(SCC(=O)Nc2nccs2)n1CC | 7% | 12% | 2% | 23%[46 µM] | 2% | -10% | -3%
O=C(Nc1ccccc1F)Nc1ccccc1N1CCCCC1 | -2% | 7% | 6% | · | 19%[10 µM] | ? | 4%[9.22 µM]
Cc1ccc(NC2=CC(=O)C(=O)c3ccccc32)cc1 | 2% | 4% | -1% | ? | -74%[inhibitor][10 µM] | 5% | 10µM*
Cn1ccnc1SCC(=O)c1ccc2ccccc2c1 | -4% | 11% | 2% | · | -28% | 2% | 18%
CCn1c(CNC(=O)Cc2ccc(OC)cc2)nnc1SCC(=O)c1ccc(Br)cc1 | 3% | 5% | -12% | 3% | -4% | -4% | 11%[9.22 µM]
COc1ccc(OC)c(S(=O)(=O)Nc2ccc(O)c(Sc3ncn[nH]3)c2)c1 | -9% | -1% | -2% | ? | 9%[0.074 µM] | ? | 8%
CC(Cc1cccs1)NC(=S)Nc1ccc(F)cc1 (centres undefined) | -1% | -2% | 8% | ? | 15%[10 µM] | 5% | -22%
C=CCC1(/C=N/O)CCOC(C)(C)C1 (centres undefined) | · | 11% | 2% | · | 17%[10 µM] | 1% | 8%[9.22 µM]
Cc1ccccc1C(=O)NC(=S)Nc1cccc(NC(=O)C(C)C)c1 | 6% | -5% | 4% | 0%[46 µM] | -19% | 5% | -12%
O=C(/C=C/c1ccc(Cl)cc1Cl)N1CCc2ccccc21 | -8% | 1% | -6% | -4% | · | -2% | 16%
Cc1cc(C)n(Cc2ccc(F)cc2)c(=O)c1C#N | -2% | 9% | -6% | 2% | 20% | 4% | 4%
O=C(Cc1cccs1)Nc1cccc(-c2ccc3nncn3n2)c1 | -9% | 7% | -7% | · | -43%[inhibitor] | -10% | 2%
Cc1ccccc1NCC(=O)N=Nc1c(O)[nH]c2ccc([N+](=O)[O-])cc12 | · | 4% | 2% | · | 17%[10 µM] | -1% | 3%[9.22 µM]
COc1cccc(/C=N/NC(=O)C(C)Cn2cnc3ccccc32)c1 (centres undefined) | · | 10% | -1% | · | 23%[10 µM] | 0% | 14%[9.22 µM]
O=CN1CCN(C(=O)c2ccccc2Cl)CC1 | 5% | 1% | -14% | -10% | 4% | 3% | -9%
O=C1O/C(=C\C(=O)N2CCOCC2)c2ccccc21 | -10% | 3% | 4% | ? | 2% | 2% | -32%
O=C(CNc1ccccc1)Nc1ccc(F)cc1 | 2% | 13% | -3% | ? | -8%[0.074 µM] | 14% | 1%
CCCC(=O)Nc1ccc(Cl)c(NC(=O)c2ccc(Br)o2)c1 | -33% | 6% | 1% | ? | -2% | 0% | -14%
CC(=O)Nc1ccc(-c2csc(NC(C)c3ccccc3)n2)cc1 (centres undefined) | 2% | -57% | -5% | · | 9% | -2% | -26%
CCN1CCN(C(c2cc3cccc(C)c3[nH]c2=O)c2nnnn2Cc2ccccc2)CC1 (centres undefined) | -5% | -3% | 1% | 11% | -10%[10 µM] | 6% | 0%
Cn1nc(C(=O)NC(C)(C)C)c2ccccc21 | 2% | 8% | -6% | -3% | · | 0% | -5%
CC1CN(C(=O)c2cccn(Cc3c(Cl)cccc3Cl)c2=O)CC(C)O1 (centres undefined) | -4% | 5% | -2% | ? | 10% | -2% | -4%[9.22 µM]
COc1ccc(S(=O)(=O)Nc2nnc(Cc3ccc(OC)c(OC)c3)s2)cc1 | 6% | -2% | 0% | · | -31%[10 µM] | 4% | -15%[9.22 µM]
CC(=O)Nc1cccc(-n2nnc(SCC(N)=O)n2)c1 | · | 13% | -3% | · | 19%[10 µM] | 0% | -9%[9.22 µM]
C/C(=N\NC(=O)c1ccncc1)C12CC3CC(CC(C3)C1)C2 | 2% | -17% | -3% | -4% | · | -2% | 12%
COc1ccc(N=c2oc3ccccc3cc2C(=O)Nc2ccccn2)cc1OC | 7% | 0% | -2% | · | 1%[10 µM] | 4% | 6%[9.22 µM]

Sorted by value in GAA spleen mod (high to low): some entries from above.
SMILES | GAA spleen mod
Cc1ccccc1NCC(=O)N=Nc1c(O)[nH]c2ccc([N+](=O)[O-])cc12 | 2%
CC1CN(C(=O)c2cccn(Cc3c(Cl)cccc3Cl)c2=O)CC(C)O1 (centres undefined) | -2%
CC(=O)Nc1cccc(-n2nnc(SCC(N)=O)n2)c1 | -3%

The list goes on:
SMILES | GAA inhib | CBFb-RUNX1 inh | GAA spleen mod | LMNA splice mod | HTT cytoprotect | GAA glycogen | HttQ103 aggreg
CCCS(=O)(=O)c1nc(C)cc(C)c1S(C)(=O)=O | 1% | -8% | 3% | ? | -6%[10 µM] | 5% | 3%
CSc1ccc(S(=O)(=O)Nc2ccc3c4c(cccc24)CC3)cc1 | 2% | -7% | -2% | 8% | -26% | -11% | ?
CCN(CC)S(=O)(=O)c1ccc(C(=O)Nc2ccc3c(c2)OCCO3)cc1 | -5% | -1% | -13% | ? | 0% | 14% | -4%
CC(=O)c1ccc(OCCCC(=O)n2nnc3ccccc32)cc1 | -2% | -1% | 0% | 1% | -4% | 11% | 10%
CN(CC(=O)NC1CCCC1)S(=O)(=O)c1cnc[nH]1 | -4% | 10% | -10% | 9%[46 µM] | -6% | 3% | -2%
Cc1nn(-c2ccccc2)c2sc(C(=O)N3CCOCC3)cc12 | -5% | -1% | 1% | -8% | -10%[10 µM] | 3% | ?
CCOC(=O)c1sc2nc[nH]c(=O)c2c1C | ? | -3% | -6% | ? | 10%[10 µM] | -10% | -12%
Cc1ccc(NNc2c(C)nc3ccccc3nc2=O)cc1 | 9% | -5% | -3% | ? | -46%[inhibitor][1.9 µM] | 11% | 4%[9.22 µM]
CCOC(=O)c1ccc(Cn2c(-c3ccccc3)nnc2-c2ccccc2)o1 | -6% | 16% | -9% | 4% | 7%[10 µM] | 0% | 5%
O=C(NNC(=O)c1ccccc1Br)c1cccc(Cl)c1 | 4% | 4% | 0% | ? | -26% | 2% | 9%
C[C@@H](C(=O)Nc1cccc(S(=O)(=O)N2CCOCC2)c1)N1C(=O)C2CC=CCC2C1=O (some centres undefined) | 4% | -8% | -7% | · | -18% | -9% | ?
CC(=O)NCc1ccc(S(=O)(=O)NC2CCN(Cc3ccccc3)CC2)cc1 | · | 9% | -2% | · | 8%[10 µM] | 7% | -4%[9.22 µM]
CCCOc1ccc(C2CC(=O)NC2=O)cc1 (centres undefined) | 10% | 7% | -4% | 16%[46 µM] | 3%[10 µM] | -11% | -9%[9.22 µM]
CCC(=O)NNC(=O)CCC(=O)Nc1ccc(C)cc1C | 0% | 1% | -6% | ? | -27% | 2% | 5%
O=Cc1ccc(N2CCCC2)c([N+](=O)[O-])c1 | 10% | -10% | 0% | 8%[46 µM] | -13% | 2% | 5%
N#Cc1c(-n2cccc2)cccc1-n1cccc1 | 11% | -11% | -7% | ? | 0% | 3% | 6%
CC(=O)OC(COc1ccccc1)Cn1cnc2ccccc21 (centres undefined) | 12% | -7% | -1% | · | -17%[10 µM] | 10% | 2%[9.22 µM]
CN(C)C(CNC(=O)CNC(=O)c1ccc(Br)cc1)c1ccccc1 (centres undefined) | 4% | 19% | -4% | · | -14% | 2% | -1%
CCN1C(=O)CS/C1=N\S(=O)(=O)c1ccccc1 | · | -4% | -1% | · | 1%[10 µM] | 3% | -3%[9.22 µM]
N=c1n(CCN2CCCCC2)c2ccccc2n1CC(O)c1ccc(Cl)c(Cl)c1 (centres undefined) | -5% | -18% | -27% | -8% | -89%[inhibitor] | 5% | ?
Cc1ccc(NC(=O)C2CCN(c3cnccn3)CC2)cc1 | -2% | -6% | -9% | 9%[46 µM] | -11% | 6% | 4%
CCOC(=O)c1ccc(CNS(=O)(=O)c2c(C)ccc3nsnc23)o1 | -4% | 3% | -12% | 4% | 16%[0.074 µM] | 6% | -5%
CC(C)[C@H](N)c1nnc(SCc2ccc(Cl)cc2)o1 | -5% | 6% | 1% | -2% | -8% | -3% | -13%
Oc1csc(Cc2nc(-c3ccc(-c4ccccc4)cc3)cs2)n1 | -5% | -9% | 2% | 9% | -24% | 1% | 2%
COC(=O)/C(=C\c1c[nH]c2ccccc12)NC(C)=O | 4% | -2% | 5% | -7% | -9% | -5% | 2%
COc1cc(/C=C2/SC(=S)N(C)C2=O)ccc1OC(=O)c1ccco1 | -15% | 4% | 1% | -2% | 3%[10 µM] | 10% | -11%
C/C(=N\NC(=O)c1ccccc1Br)c1ccc(N2CCOCC2)cc1 | 4% | 1% | 4% | · | 19%[10 µM] | -4% | 15%
COc1cc(/C=C2\SC(=O)NC2=O)ccc1Oc1cnccn1 | · | 2% | -10% | · | -4%[10 µM] | -8% | -2%[9.22 µM]

Pulled one by one from the entries so far:
SMILES | GAA inhib | CBFb-RUNX1 inh | GAA spleen mod | LMNA splice mod | HTT cytoprotect | GAA glycogen | HttQ103 aggreg
CC(=O)OC(COc1ccccc1)Cn1cnc2ccccc21 (centres undefined) | 12% | -7% | -1% | · | -17%[10 µM] | 10% | 2%[9.22 µM]
CCN1C(=O)CS/C1=N\S(=O)(=O)c1ccccc1 | · | -4% | -1% | · | 1%[10 µM] | 3% | -3%[9.22 µM]
